Screens from PubChem.
ATXN2 expr inh: Primary qHTS for Inhibitors of ATXN expression; AID 1745845, 2022; HEK-293 ATXN2-luciferase reporter, luminescence, 24 h; Potency, µM (titrated, usually from 57 µM), for the others: top-dose activity change, negative = inhibition, actives largely listed as inhibitors; 0.72% of 360,000 active; further: potency means the concentration at half of the fitted maximal effect; on the % scale 0 is the no-effect control and ±100 the full control effect; nearly all actives have a fitted effect of over 55% in size
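qHTS (up to 57 uM final) was run with 24 h compound exposure of reporter cells at 37 °C. Each well was multiplexed: SteadyGlo luminescence measured ATXN2-luciferase expression after a fluorogenic Gly-Phe-AFC viability readout (25 uM final).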
MCF10A rereplic: A quantitative high throughput screen for small molecules that induce DNA re-replication in MCF 10a normal breast cells. 2.9% of 350,000 active. AID 624296, 2012. Potency, µM (doses to about 46.1 µM), for the others: at the top dose activity, positive = re-replication, most hits filed as activators. MCF 10A DNA re-replication, Hoechst nuclear intensity, 48 h; further: potency means the concentration at half of the fitted maximal effect; % of control where 0% means no effect; nearly all actives have a fitted effect of over 50% in size
KB-3-1 cytotox: qHTS assay for MDR1-selective chemotherapeutics: Primary screen using the parental adenocarcinoma cell KB-3-1 | KB-3-1 viability, CellTiter-Glo ATP luminescence, 72 h | Potency, µM (titrated, usually from 46.1 µM), for the others: at the top dose activity change, negative = cytotoxic, actives largely listed as cytotoxic | 1.4% of 400,000 active | AID 1347075, 2019; further: potency means the concentration at half of the fitted maximal effect; on the % scale 0 is the no-effect control and ±100 the full control effect; nearly all actives have a fitted effect of over 60% in size
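Using CellTiter-Glo luminescence, growth of non-resistant KB-3-1 adenocarcinoma cells is assessed 72 h after pin-tool compound addition at 37 °C. Normalized responses across the concentration series yield fitted curves.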
IL1B secr inh: qHTS for Inhibitors of Inflammasome Signaling: IL-1-beta AlphaLISA Primary Screen | AID 743279, 2014 | 4.7% of 360,000 active | THP-1 LPS/ATP IL-1B secretion, AlphaLISA, 16 h; hits give low values | activity change, % at 57.5 µM; in the data active means activity change below about -50%; inconclusive means mostly about -30% to -49%; further: on the % scale 0 is the no-effect control and ±100 the full control effect
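Secreted IL-1B measured by AlphaLISA bead assay after 16 h compound exposure of THP-1 cells; compounds (final up to 57.5 uM) added 1 h before LPS (250 ng/mL) and ATP (1.25 mM) stimulation; lower signal means less secretion.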
HepG2 tox: qHTS for Inhibitors of TGF-b: Cytotox Counterscreen; Potency, µM (top dose mostly 46.1 µM), without a hit: at the highest dose activity change, negative = cytotoxicity, usual class: cytotoxic; HepG2 CAGA-GFP viability, ATP luminescence, 18 h; 0.76% of 410,000 active; AID 588856, 2011; further: potency means the concentration at half of the fitted maximal effect; some results filed as inactive show a strong effect at the top dose
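HepG2 CAGA-GFP cells (1000/well, DMEM with 1% FBS) received compound, then TGF-beta at 500 pg/mL final, and were incubated 18 hours at 37 degrees C. Viability was read by CellTiter-Glo luminescence. Media-only wells were set as complete cell-killing and DMSO as no toxicity.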
SW480 rereplic: A quantitative high throughput screen for small molecules that induce DNA re-replication in SW480 colon adenocarcinoma cells | SW480 DNA re-replication, Hoechst DNA content imaging, 48 h | Potency, µM (highest dose often 46.1 µM), without a hit: at the highest dose re-replication activation, most hits filed as activators | 1.8% of 340,000 active | AID 624297, 2012; further: potency means the concentration at half of the fitted maximal effect; % of control where 0% means no effect; nearly all actives have a fitted effect of over 55% in size
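Quantitative HTS format with DMSO vehicle controls; 48 hr drug incubation at 37 C, then 40 min Hoechst staining and scanning imager measurement at 405 nm excitation.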
HT1080-NT tox: qHTS for induction of synthetic lethality in tumor cells producing 2HG: qHTS for the HT-1080-NT fibrosarcoma cell line; HT-1080-NT fibrosarcoma viability, CellTiter-Glo ATP luminescence, 48 h; Potency, µM (highest dose often 46.1 µM), inactives show at the top dose activity, negative = less viability, actives largely listed as cytotoxic; 1.6% of 360,000 active; AID 686970, 2013;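 further: NT is the 2HG producing partner of a matched IDH1 knockdown line; potency means the concentration at half of the fitted maximal effect; 0% = DMSO-treated cells and -100% = media-only wells without cells; nearly all actives have a fitted effect of over 55% in size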
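Viability by CellTiter-Glo luminescence after 48 h compound exposure at 37C of HT-1080-NT cells (750/well, RPMI, 5% FBS). % activity scaled between DMSO wells and medium-only wells, then curve-fitted and categorized by curve class.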
S2 tox: Viability Counterscreen for Primary qHTS for Inhibitors of ATXN expression. Potency, µM (top dose mostly 56.7 µM), usual class: cytotoxic. S2 cells (HEK-293 line with an ATXN2-luciferase reporter) viability, CellTiter-Fluor protease fluorescence, 24 h. 0.49% of 400,000 active; further: potency means the concentration at half of the fitted maximal effect; nearly all actives have a fitted effect of over 40% in size
HT1080 IDH1KD tx: qHTS for induction of synthetic lethality in tumor cells producing 2HG: qHTS for the HT-1080-IDH1KD cell line | HT-1080 IDH1 knockdown viability, ATP luminescence, 48 h | Potency, µM (highest dose often 46.1 µM), without a hit: top-dose activity, negative = toxicity, usual class: cytotoxic | 2% of 360,000 active | AID 686971, 2013;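 further: potency means the concentration at half of the fitted maximal effect; 0% = DMSO wells and -100% = cell-free medium wells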
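After a 2 h attachment period, IDH1KD HT-1080 cells took pin-transferred compound for 48 h at 37 °C; ATP-based luminescence after 10 min room-temperature reagent incubation reported viability.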
Numbers without * were called inactive; i = inactive; ? = inconclusive; nt = not tested or not shown; [ ] = dose if it differs, or a comment. Unless noted, the call rests on the fitted dose curve; in most records, active means well fitted curve in the direction sought with a large enough effect; inconclusive means small, poorly fitted or top-dose-only effect, or another doubt; inactive means no such curve, though single readings can be large; an effect the other way counts as inactive or inconclusive.

SMILES | ATXN2 expr inh | MCF10A rereplic | KB-3-1 cytotox | IL1B secr inh | HepG2 tox | SW480 rereplic | HT1080-NT tox | S2 tox | HT1080 IDH1KD tx
Cc1ccc(S(=O)(=O)N2CCC[C@H]2C(=O)Nc2ccccc2C)cc1 | -13.9% | -8.0% | -0.5% | 24.5 | -1.4% | 5.1% | 0.1% | ? | 6.0%
CN1CCn2cnc(C(=O)NCCCCCNC(=O)OC(C)(C)C)c2C1=O | -8.2% | nt | -26.9% | -2.2 | 7.2% | nt | -2.6% | i | -3.3%
O=C(c1ccc(COc2ccccc2Br)cc1)N1CCCCCC1 | 2.8% | ? | 19.4% | -27.3 | -28.1% | 0.8% | 13.4% | i | 10.2%
Cc1ccc(S(=O)(=O)N(C)CC(=O)NCC(c2ccco2)N(C)C)cc1 (stereo not given) | nt | -0.5% | 2.0% | -6.0 | -13.0% | -5.1% | -12.2% | i | 8.8%
CCCN(CCC)CCNC(=O)CCC(=O)Nc1ccc2nc(N3CCOCC3)cc(C)c2c1 | 13.1% | -22.6% | 0.0% | -15.7 | -23.2% | 0.2% | -0.6% | nt | -1.6%
CNc1nc(-c2ccccc2)c2sccc2n1 | -2.7% | nt | -15.9% | 47.8 | -1.5% | nt | -3.9% | i | -14.8%
Cc1ccc(-c2nnc(CSc3nnc(C)s3)o2)cc1 | 34.2%[activator] | 2.3% | -0.2% | 3.3 | -1.3% | -5.7% | 7.8% | i | 5.2%
COc1ccc(Cl)cc1N(CC(=O)NCCSCc1ccccc1)S(C)(=O)=O | 3.1% | 0.9% | -2.0% | -18.6 | -0.9% | -48.3%[inhibitor] | -11.9% | i | -1.3%
COc1ccc(NC(=O)CSc2nc3ccccc3cc2Cc2ccccc2)cc1 | -5.2% | 27.2% | 11.8% | 4.5 | -1.5% | 8.6% | -7.9% | i | -13.4%
O=C1CC(c2cccc([N+](=O)[O-])c2)c2ccc3ccccc3c2N1 (stereo not given) | -20.5% | 7.2% | -13.8% | -4.3 | -4.7% | -2.5% | ? | i | ?
CCOC(=O)Cc1csc(N/N=C/c2ccc(C(F)(F)F)cc2)n1 | ? | -4.6% | 8.6% | 6.0 | -5.9% | -1.4% | 7.8% | i | 8.1%
COc1cc(C(=O)NNC(=O)COc2ccccc2Cl)ccc1OCC(=O)N1CCOCC1 | -2.3% | -2.0% | 3.4% | -20.9 | 0.1% | 1.9% | 4.0% | i | 5.4%
CCCC(=O)Nc1ccc(NC(=O)c2cccc(OC)c2)nc1 | 9.9% | 1.2% | 0.0% | -28.5 | -4.2% | -7.9% | 0.9% | i | 0.1%
O=C(c1cccc(C(=O)N2CCN(c3ccc(F)cc3)CC2)c1)N1CCN(c2ccc(F)cc2)CC1 | ? | -2.8% | ? | -14.0 | -15.6% | -2.3% | ? | i | ?
O=C(NCc1ccc2c(c1)OCO2)NC12CC3CC(CC(C3)C1)C2 | -9.0% | ? | -1.1% | -1.5 | 4.6% | -7.1% | -20.4% | i | -2.6%
FC(F)(F)c1cnc(Sc2ncn[nH]2)c(Cl)c1 | 13.3% | 3.4% | 4.0% | -2.6 | -0.9% | -3.9% | 10.0% | i | 3.8%
COc1ccc(C(=O)NCC(=O)N2CCN(c3ccc(Cl)cc3)CC2)cc1 | -32.7% | 8.3% | 2.2% | 10.0 | 0.3% | 8.9% | 8.5% | ? | 6.5%
CC1CCc2c(sc(/N=C/N(C)C)c2C#N)C1 (stereo not given) | 16.6% | -34.7%[inhibitor] | -3.3% | -63.1* | -25.7% | 12.8% | -12.1% | i | 0.7%
COc1ccnc(N=CNOCc2ccc(C)cc2)c1C#N | -12.4% | 2.4% | 12.8% | -2.7 | 0.1% | -10.6% | 19.8% | i | 14.1%
C=CCN(CC=C)C(=O)C1CCN(Cc2ccc(OCc3ccccc3)cc2)CC1 | nt | 1.5% | -10.2% | -20.6 | -30.8% | 2.7% | -29.4% | i | -21.2%
CC(NCCN(C)C)C1CCC2C3CCc4cc(O)ccc4C3CCC12C (stereo not given) | 0.0% | 27.7% | 8.4% | -102.4* | -79.2% | ? | ? | ? | ?
CCOC(=O)c1ccc(N2CCOCC2)c(NC(=O)c2ccc3c(c2)OCO3)c1 | -3.8% | 3.6% | 2.2% | 23.2 | -3.5% | 0.0% | -9.0% | nt | -9.8%
COc1ccc2c(c1)C(C1C(=O)CCCC1=O)c1ccccc1O2 (stereo not given) | -7.5% | 1.4% | 6.1% | 2.9 | -4.3% | -2.1% | 21.2% | i | 16.6%
Cc1cc(Br)ccc1SCC(=O)NCC(c1ccco1)N1CCCCC1 (stereo not given) | -15.9% | 19.6% | -21.4% | -23.6 | -25.4% | -3.7% | -17.3% | i | -17.7%
Cc1ccccc1CN1CCN(CC(=O)NCc2ccccc2)C1=O | 3.7% | -5.1% | 7.5% | 20.8 | 7.1% | 0.4% | 8.4% | i | 16.8%
CCOC(=O)n1c(=O)n(Cc2ccc(Cl)c(Cl)c2)c2ccccc21 | -35.6% | 17.0% | -22.3% | -18.1 | 1.0% | -1.8% | -18.2% | i | -25.0%
COC(=O)CNC(=O)CSc1nc2sc(-c3ccccc3)cc2c(=O)n1-c1ccccc1 | 10.7% | 5.1% | 0.3% | -66.3* | -75.2% | -5.6% | -0.6% | i | -1.9%
O=C(c1cnc2n(c1=O)CCS2)N1CCc2ccccc21 | -10.7% | 9.8% | -2.7% | 3.2 | -14.0% | -7.0% | -0.7% | i | -0.3%
CNC1(C)[C@H]2CC[C@H](C2)C1(C)C (stereo not given in full) | 10.8% | 2.7% | 0.0% | -0.8 | -6.1% | 0.6% | 22.1% | i | 14.4%
CCn1c(CSc2nc3ccccc3s2)nnc1SCC(=O)c1ccc2c(c1)OCCO2 | -6.2% | 13.0% | -2.6% | 62.9 | -30.7% | 1.1% | 1.3% | i | -5.0%
COCCn1c(SCc2ccc(OC)c(F)c2)nnc1-c1ccncc1 | -10.3% | -14.5% | 0.0% | -16.3 | -4.4% | 5.2% | -1.9% | i | 4.4%
CC1CCCN(c2ccc3nncn3n2)C1 (stereo not given) | 1.1% | -9.9% | -30.8% | 10.3 | 16.1% | -7.1% | -0.3% | i | 8.9%
COc1cc(C(C)=O)ccc1OCC(O)CNCC(O)c1ccccc1 (stereo not given) | 0.0% | -4.2% | 2.0% | ? | -3.2% | 5.8% | 9.1% | i | 8.2%
COc1ccc(CCn2c(C)cc(C(=O)CSc3nc(N)cc(=O)[nH]3)c2C)cc1 | ? | ? | 3.6% | -17.0 | -31.5% | 11.0% | ? | i | -23.5%
Cc1ccc(Cl)cc1N1CCN(C(=O)c2ccc(CN3CCOCC3)cc2)CC1 | -36.7% | 6.4% | 3.4% | ? | -39.8% | 0.7% | 9.7% | ? | -4.7%
Cc1cc2ncn(/N=C/c3ccc(-c4ccccc4)o3)c2cc1C | ? | ? | 5.7% | -3.8 | -77.3% | 6.1% | -15.7% | i | -27.8%
CCC(C)c1ccc(NC(=S)NN2CCOCC2)cc1 (stereo not given) | 20.1% | 0.9% | 1.4% | 0.0 | -0.2% | -43.9%[inhibitor] | 10.8% | i | 13.6%
COC(=O)C1=C(C)Nc2nc3ccccc3n2C1c1ccccc1F (stereo not given) | -1.6% | 12.0% | -4.9% | 11.3 | -90.6% | ? | -6.0% | i | -6.2%
CCOC(=O)C1CCN(C(=O)c2[nH]c(C(F)(F)F)nc2-c2ccccc2)CC1 | 7.3% | nt | 0.1% | 10.9 | -6.7% | nt | 17.5% | i | 10.8%
CSc1ccccc1C(=O)NCc1ccc2c(c1)OCO2 | 17.2% | -1.1% | 4.4% | -4.1 | -22.1% | 0.3% | 14.5% | i | 17.5%
CC1Cc2ccccc2N1C(=O)CSc1nnc(Cn2nnc3ccccc32)n1C (stereo not given) | 0.8% | 4.4% | -3.5% | 3.1 | -16.9% | -1.9% | -1.4% | i | -12.5%
Cc1c(C)c2cc(Cl)c(OCC(=O)Nc3ccccn3)cc2oc1=O | nt | nt | 2.8% | -11.2 | -0.3% | nt | 16.3% | i | 10.3%
C=CCn1c(=O)[nH]c(=O)c2c(N)c(C(=O)c3ccc(OC)cc3)sc21 | ? | 5.7% | ? | 2.3 | -12.7% | 4.5% | -3.7% | ? | -3.1%
COC(=O)c1sc2cccc(F)c2c1S(=O)(=O)Nc1cc(C)c(Cl)cc1OC | -8.3% | nt | ? | nt | -17.3% | nt | nt | i | nt

In the list so far, two have bromine.
SMILES | ATXN2 expr inh | MCF10A rereplic | KB-3-1 cytotox | IL1B secr inh | HepG2 tox | SW480 rereplic | HT1080-NT tox | S2 tox | HT1080 IDH1KD tx
O=C(c1ccc(COc2ccccc2Br)cc1)N1CCCCCC1 | 2.8% | ? | 19.4% | -27.3 | -28.1% | 0.8% | 13.4% | i | 10.2%
Cc1cc(Br)ccc1SCC(=O)NCC(c1ccco1)N1CCCCC1 (stereo not given) | -15.9% | 19.6% | -21.4% | -23.6 | -25.4% | -3.7% | -17.3% | i | -17.7%
